Compound activity from PubChem BioAssay.
M1 antag: human M1 muscarinic receptor antagonists, primary screen, CHO-K1 cells, Fluo-8 calcium fluorescence, 1536-well. Muscarinic acetylcholine receptor M1 (Homo sapiens), P11229. CHO-K1 hM1, ACh EC80 antagonist. inhibition, % at 3 µM. 360,000 compounds, 1.3% hits. AID 588852, 2011;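 active = percent inhibition above its own plate's cutoff, namely the mean of that plate's compound wells plus 3 SD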;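 note: peak over basal fluorescence ratio during 140 s after agonist addition; 0% = ACh EC80 plus DMSO and 100% = DMSO alone without agonist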
M4 ag: human M4 muscarinic receptor agonists, primary screen, CHO-K1 cells, Fluo-8 calcium fluorescence. 360,000 compounds, 0.14% hits. CHO-K1 hM4/Gqi5; vehicle 0%, full acetylcholine response 100%. AID 624127, 2012. activation, % at 3 µM;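 active = activation above the run mean over all test wells plus 3 SD, cut at about 32% in these data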;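 note: peak over basal fluorescence ratio per well then scaled between controls; 0% = DMSO wells and 100% = acetylcholine at EC100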
M1 PAM: human M1 muscarinic receptor positive allosteric modulators, primary screen, CHO-K1 cells, Fluo-8 calcium fluorescence, 1536-well. Muscarinic acetylcholine receptor M1 (Homo sapiens), P11229. activation, % at 3 µM. CHO-K1 hM1, ACh EC20; 0% = ACh EC20, 100% = maximal ACh. 360,000 compounds, 0.088% hits. AID 588819, 2011; in the data active = activation above about 19%, passing the limit was not always enough
CHRM4 antagonist: human M4 muscarinic receptor antagonists, primary screen, CHO cells, Fluo-8 calcium fluorescence; Muscarinic acetylcholine receptor M4 (Homo sapiens), P08173; CHO-hM4 cells, ACh EC80; inhibition, % at 3 µM; 360,000 compounds, 0.73% hits; AID 624125, 2012;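 active = inhibition above its plate's cutoff, the mean inhibition of sample wells plus 3 SD, cut at about 27% in these data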;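 note: 0% = acetylcholine EC80 with DMSO and 100% = DMSO without agonist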
M5 PAM: human M5 muscarinic receptor positive allosteric modulators, primary screen, CHO-K1 cells, Fluo-8 calcium fluorescence; CHO-K1 hM5, ACh EC20 PAM; 0% = ACh EC20, 100% = ACh EC100; Muscarinic acetylcholine receptor M5 (Homo sapiens), P08912; activation, % at 3 µM; 360,000 compounds, 0.3% hits; AID 624038, 2012;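 active = activation above the run cutoff, the mean activation of all test compounds plus 3 SD, cut at about 18% in these data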
Target sequence (P08912 whole entry, looked up): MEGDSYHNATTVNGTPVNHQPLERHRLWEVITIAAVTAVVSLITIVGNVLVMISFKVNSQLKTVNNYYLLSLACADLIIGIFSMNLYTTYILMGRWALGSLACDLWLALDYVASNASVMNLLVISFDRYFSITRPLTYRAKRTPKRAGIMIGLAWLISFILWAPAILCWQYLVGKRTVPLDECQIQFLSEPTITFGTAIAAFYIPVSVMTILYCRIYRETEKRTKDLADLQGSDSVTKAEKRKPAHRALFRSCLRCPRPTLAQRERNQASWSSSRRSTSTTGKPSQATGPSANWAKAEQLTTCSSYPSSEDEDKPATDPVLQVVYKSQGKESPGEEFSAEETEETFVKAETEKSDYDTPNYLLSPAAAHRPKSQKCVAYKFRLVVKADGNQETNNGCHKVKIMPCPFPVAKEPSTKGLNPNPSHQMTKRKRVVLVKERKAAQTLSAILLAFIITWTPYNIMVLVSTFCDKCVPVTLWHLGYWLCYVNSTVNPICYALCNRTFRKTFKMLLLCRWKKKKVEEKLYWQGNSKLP
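Test system: CHO-K1 hM5 cells / Doses: single-point, 3 µM nominal / Times: Post-acetylcholine fluorescence recording 140 s / Technique: Fluo-8 calcium fluorescence / Measure: Max/basal fluorescence ratio as % of EC20–EC100 ACh window / Benchmarks: low control EC20 acetylcholine (0%), high control EC100 acetylcholine (100%) / Replicates: one well per compound, no replicates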
TAAR1 agonist: human TAAR1 agonists, primary screen, Fluo-8 calcium fluorescence, CHO RD-HGA16 cells. activation, % at 3 µM. 360,000 compounds, 0.99% hits. AID 624467, 2012. Trace amine-associated receptor 1 (Homo sapiens), Q96RJ0. vehicle wells 0%, saturating PEA agonist 100%;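 active = activation above the mean activation of all test compounds in the run plus 3 SD, cut at about 38% in these data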
Target sequence (Q96RJ0 whole entry, looked up): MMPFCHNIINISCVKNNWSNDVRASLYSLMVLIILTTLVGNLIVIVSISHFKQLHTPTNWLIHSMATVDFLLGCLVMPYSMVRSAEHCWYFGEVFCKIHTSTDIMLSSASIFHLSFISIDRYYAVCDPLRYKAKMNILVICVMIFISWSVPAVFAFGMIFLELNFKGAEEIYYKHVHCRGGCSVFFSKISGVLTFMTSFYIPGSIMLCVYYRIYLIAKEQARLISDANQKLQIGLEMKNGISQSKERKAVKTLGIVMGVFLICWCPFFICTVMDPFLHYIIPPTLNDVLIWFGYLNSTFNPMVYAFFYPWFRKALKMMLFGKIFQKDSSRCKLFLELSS
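Test system: RD-HGA16 (CHO) cells co-expressing Gα16 and hTAAR1; dosing: one-point dosing at 3 µM (nominal); timing: 17-24 h seeding, 75 min 37 °C dye, 30 min RT; signal: kinetic Fluo-8 calcium fluorescence; read-out basis: % activation relative to PEA EC100 response; controls: DMSO and PEA EC100; replicates: n 1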
CHRM5 antagonist: human M5 muscarinic receptor antagonists, primary screen, CHO cells, Fluo-8 calcium fluorescence; CHO-hM5 cells, ACh EC80; inhibition, % at 3 µM; 360,000 compounds, 0.59% hits; Muscarinic acetylcholine receptor M5 (Homo sapiens), P08912;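 active = inhibition above a per-plate cutoff, the mean of that plate's test compounds plus 3 SD, cut at about 27% in these data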;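 note: 0% = acetylcholine EC80 with DMSO and 100% = DMSO without agonist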
CHRM5 agonist: human M5 muscarinic receptor agonists, primary screen, CHO-K1 cells, Fluo-8 calcium fluorescence. Muscarinic acetylcholine receptor M5 (Homo sapiens), P08912. CHO-K1 hM5 cells; 0% DMSO wells, 100% maximal acetylcholine response. activation, % at 3 µM. 360,000 compounds, 0.19% hits. AID 624037, 2012;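 active = activation above the run's mean over test compounds plus 3 SD, cut at about 23% in these data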;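 note: signal is peak over basal fluorescence ratio across the kinetic read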
CHRM1 agonist: human M1 muscarinic receptor agonists, primary screen, Fluo-8 calcium fluorescence, CHO-K1 cells, HTS. activation, % at 3 µM. AID 588814, 2011. 360,000 compounds, 0.33% hits. CHO-K1 hM1, agonist mode; 0% DMSO, 100% acetylcholine EC100;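 active = activation above the run's mean compound activation plus 3 SD, cut at about 16% in these data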;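 note: peak over basal fluorescence ratio within a 140 s kinetic read after compound addition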
Numbers without * were called inactive. The list is partial; count on the stated rates, not on these rows.

Screens by letter: A = M1 antag; B = M4 ag; C = M1 PAM; D = CHRM4 antagonist; E = M5 PAM; F = TAAR1 agonist; G = CHRM5 antagonist; H = CHRM5 agonist; I = CHRM1 agonist
compound: Cc1sc(NC(=O)c2ccccc2)c(C(=O)NC(C)C)c1C
  A = -8 | B = 0 | C = 3 | D = 2 | E = 2 | F = 5 | G = -4 | H = 0 | I = -6

compound: O=C(CCSc1nc(-c2ccco2)cc(C(F)(F)F)n1)N1CCCc2ccccc21
  A = -8 | B = -3 | C = 3 | D = 5 | E = -1 | F = -3 | G = 1 | H = -7 | I = -5

compound: C[C@H](CO)N1C[C@H](C)[C@@H](CN(C)S(=O)(=O)c2ccc(Oc3ccccc3)nc2)OCc2cn(nn2)CCCC1=O
  A = -16 | B = 0 | C = 15 | D = -22 | E = 4 | F = 0 | G = -5 | H = 0 | I = -5

compound: O=C(Nc1nc(-c2ccc(F)c(F)c2)cs1)Nc1ccc(F)cc1F
  A = -8 | B = 1 | C = 9 | D = -2 | E = 9 | F = 4 | G = 1 | H = -3 | I = -2

compound: COc1ccc(C(=O)CNc2ccc3ccccc3c2)cc1
  A = -3 | B = 1 | C = 7 | D = 1 | E = -2 | F = 14 | G = 14 | H = -4 | I = -8

compound: Cc1c(NC(=O)c2ccccc2N)cccc1C(=O)O
  A = 0 | B = 0 | C = 6 | D = 2 | E = 1 | F = 1 | G = -6 | H = -1 | I = -4

compound: c1ccc(COc2ccc(Nc3ncnc4nc[nH]c34)cc2)cc1
  A = -3 | B = 8 | C = 1 | D = -7 | E = -12 | F = 10 | G = 3 | H = 15 | I = 10

compound: N#C/C(=C\c1ccc(-c2ccccc2[N+](=O)[O-])o1)C(N)=O
  A = -9 | B = 0 | C = 5 | D = 7 | E = 3 | F = 4 | G = 7 | H = -3 | I = -5

compound: COc1ccccc1C1C(C(C)=O)=C(O)C(=O)N1CCc1ccccc1 (stereo unspecified)
  A = -9 | B = 0 | C = 7 | D = -2 | E = -2 | F = 3 | G = 5 | H = 3 | I = 3

compound: CC1CCCCC1NC(=O)COC(=O)COc1ccc(Cl)cc1 (stereo unspecified)
  A = -6 | B = 3 | C = 10 | D = 10 | E = 3 | F = 2 | G = 6 | H = 1 | I = 2

compound: Nc1nc(CSC(=S)N2CCCCC2)nc(Nc2ccccc2)n1
  A = -3 | B = 0 | C = 14 | D = 7 | E = 3 | F = 16 | G = -13 | H = -5 | I = -8

compound: O=C(CCc1nc2ccccc2[nH]c1=O)N/N=C/c1ccccc1
  A = -3 | B = 1 | C = 3 | D = 3 | E = -11 | F = 16 | G = 7 | H = -4 | I = -6

compound: O=C(c1c[nH]c(C(=O)N2CCN(Cc3ccccc3)CC2)c1)C1CCCCC1
  A = 11 | B = 1 | C = -14 | D = 6 | E = -2 | F = -1 | G = 8 | H = -5 | I = -7

compound: COc1cc(C(=O)NCC(C)C)cc(OC)c1OC
  A = -5 | B = 0 | C = 7 | D = 10 | E = 2 | F = 12 | G = 13 | H = 2 | I = 0

compound: Cc1ccn2c(=O)c(C(=O)NCCC3=CCCCC3)c(O)nc2c1
  A = -9 | B = 1 | C = 1 | D = 8 | E = -3 | F = 75* | G = 3 | H = -2 | I = -1

Reprinted at random: 2 compounds from above, in no set order.
Screens by letter: A = M1 antag; B = M4 ag; C = M1 PAM; D = CHRM4 antagonist; E = M5 PAM; F = TAAR1 agonist; G = CHRM5 antagonist; H = CHRM5 agonist; I = CHRM1 agonist
compound: C[C@H](CO)N1C[C@H](C)[C@@H](CN(C)S(=O)(=O)c2ccc(Oc3ccccc3)nc2)OCc2cn(nn2)CCCC1=O
  A = -16 | B = 0 | C = 15 | D = -22 | E = 4 | F = 0 | G = -5 | H = 0 | I = -5

compound: O=C(CCSc1nc(-c2ccco2)cc(C(F)(F)F)n1)N1CCCc2ccccc21
  A = -8 | B = -3 | C = 3 | D = 5 | E = -1 | F = -3 | G = 1 | H = -7 | I = -5

New compounds follow
Screens by letter: A = M1 antag; B = M4 ag; C = M1 PAM; D = CHRM4 antagonist; E = M5 PAM; F = TAAR1 agonist; G = CHRM5 antagonist; H = CHRM5 agonist; I = CHRM1 agonist
compound: Cc1ccc(C(=O)NNC(=O)C(NC(=O)c2cccc(C)c2)C(C)C)cc1 (stereo unspecified)
  A = -6 | B = -1 | C = 8 | D = -1 | E = 2 | F = -1 | G = 1 | H = -4 | I = -4

compound: COc1ccc(C2/C=C\CN(C(=O)Oc3ccc(C(F)(F)F)cc3)CC(=O)N2Cc2ccc(F)cc2)cc1 (stereo unspecified)
  A = -9 | B = 1 | C = 15 | D = -14 | E = -2 | F = 2 | G = 9 | H = 1 | I = 0

compound: Cc1cccc(-c2nnc(SCC(=O)NC3CC3)n2C)c1
  A = -26 | B = 1 | C = 23 | D = -3 | E = -6 | F = 1 | G = 13 | H = -3 | I = -1

compound: N#Cc1c(-c2ccc(Br)cc2)nc2n(c1=O)CCCS2
  A = 5 | B = 2 | C = 4 | D = 9 | E = -9 | F = 1 | G = 2 | H = 5 | I = -3

compound: Cc1cccc(CS(=O)(=O)Cc2ccc(C(=O)NCc3ccco3)o2)c1
  A = -14 | B = 3 | C = 6 | D = -3 | E = -1 | F = 3 | G = -4 | H = 0 | I = -5

compound: CCCNc1c(NC(=O)C2CCC(C)CC2)c(=O)oc2ccccc12 (stereo unspecified)
  A = 11 | B = 3 | C = -3 | D = -17 | E = -11 | F = 2 | G = 4 | H = -3 | I = 1

compound: COc1ccc(CCNC(=O)c2cccc3ccccc23)cc1OC
  A = -5 | B = 1 | C = 0 | D = 3 | E = 0 | F = 3 | G = 4 | H = 1 | I = 5

compound: CCN(CC)S(=O)(=O)c1cccc(C(=O)OCC(=O)Nc2ccccc2OC(F)F)c1
  A = -3 | B = 6 | C = -3 | D = 16 | E = -13 | F = 9 | G = 21 | H = -4 | I = -4

compound: CC(=O)NCCc1nc(-c2ccc(Cl)cc2)no1
  A = 2 | B = 3 | C = 3 | D = -14 | E = 2 | F = 4 | G = -2 | H = 5 | I = -1

compound: Cc1ccc(C(=O)Nc2cccc(-c3ccc(N4CCOCC4)nn3)c2)cc1
  A = 4 | B = 6 | C = 13 | D = -4 | E = -5 | F = 6 | G = 2 | H = 0 | I = 3

Given tab-delimited: 5 of the compounds above.
Molecule	M1 antag	M4 ag	M1 PAM	CHRM4 antagonist	M5 PAM	TAAR1 agonist	CHRM5 antagonist	CHRM5 agonist	CHRM1 agonist
CCN(CC)S(=O)(=O)c1cccc(C(=O)OCC(=O)Nc2ccccc2OC(F)F)c1	-3	6	-3	16	-13	9	21	-4	-4
Cc1ccc(C(=O)NNC(=O)C(NC(=O)c2cccc(C)c2)C(C)C)cc1 (stereo unspecified)	-6	-1	8	-1	2	-1	1	-4	-4
Cc1cccc(CS(=O)(=O)Cc2ccc(C(=O)NCc3ccco3)o2)c1	-14	3	6	-3	-1	3	-4	0	-5
N#Cc1c(-c2ccc(Br)cc2)nc2n(c1=O)CCCS2	5	2	4	9	-9	1	2	5	-3
COc1ccc(C2/C=C\CN(C(=O)Oc3ccc(C(F)(F)F)cc3)CC(=O)N2Cc2ccc(F)cc2)cc1 (stereo unspecified)	-9	1	15	-14	-2	2	9	1	0
